Bioassay records deposited in PubChem by National Center for Advancing Translational Sciences (NCATS).
WRN inhibitor = WRN helicase (human) inhibition; WRN helicase unwinding, fluorescent forked duplex, kinetic; Potency, µM (top dose mostly 114 µM), for inactives: at the top dose activity change, negative = inhibition, most hits filed as inhibitors; 360,000 tested, 0.46% active; note: potency is the fitted concentration of half-maximal effect; % is set by controls: 0 for no effect and ±100 for the full control effect; nearly all actives have a fitted effect of over 55% in size
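WRN at 20 nM final was preincubated with compound for 15 min at room temperature; reaction started with 100 nM forked duplex oligonucleotide carrying fluorophore and quencher plus 2 mM ATP (final). Unwinding followed kinetically by red fluorescence (ex 525/em 598 nm).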
IL2 activator = IL-2 activation | AID 652025 | IL-2 activation reporter assay, cell-based qHTS; stimulated with anti-CD3/CD4/CD28 beads; in transgenic mouse T cells | 360,000 tested, 0.065% active | activation, % (series mostly up to about 46 µM); in the data active = activation above about 50%; inconclusive = mostly about 30% to 49%; note: 0% is about no effect
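Readout is EGFP and DsRed signal by fluorescent plate cytometry after 18 h at 37 degrees C. Transgenic mouse T cells (750/well) received compound for 60 min before bead stimulation (anti-CD3, anti-CD4, anti-CD28); memory T cells served as non-tolerant control.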
PLK1 PBD block = PLK1 (human) polo-box domain binding inhibition; Plk1 PBD binding of FITC phosphopeptide, fluorescence polarization; Potency, µM, inactives show max response, negative = inhibition, actives largely listed as inhibitors; P53350; 360,000 tested, 2.8% active; note: potency is the fitted concentration of half-maximal effect; series mostly up to about 57 µM; % is set by controls: 0 for no effect and ±100 for the full control effect; nearly all actives have a fitted effect of over 65% in size
Target sequence (P53350 whole entry, looked up, the tested form may be a part): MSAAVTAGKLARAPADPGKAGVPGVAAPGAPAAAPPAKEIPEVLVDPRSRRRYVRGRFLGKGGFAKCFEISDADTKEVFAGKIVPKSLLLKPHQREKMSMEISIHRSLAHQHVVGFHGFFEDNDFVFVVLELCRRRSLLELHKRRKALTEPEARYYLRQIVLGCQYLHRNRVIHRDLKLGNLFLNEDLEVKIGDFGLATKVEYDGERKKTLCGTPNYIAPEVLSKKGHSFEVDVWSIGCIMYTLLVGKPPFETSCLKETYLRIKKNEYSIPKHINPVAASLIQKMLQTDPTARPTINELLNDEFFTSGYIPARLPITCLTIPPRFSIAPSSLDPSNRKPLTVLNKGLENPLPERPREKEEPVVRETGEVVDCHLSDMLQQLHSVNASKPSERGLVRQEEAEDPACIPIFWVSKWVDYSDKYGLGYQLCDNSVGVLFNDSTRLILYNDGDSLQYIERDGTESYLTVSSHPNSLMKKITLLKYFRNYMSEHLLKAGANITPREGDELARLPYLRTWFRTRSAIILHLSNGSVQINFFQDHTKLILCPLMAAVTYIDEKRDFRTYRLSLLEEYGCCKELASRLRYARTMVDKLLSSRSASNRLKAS
EPAC1 antagonist = EPAC1 (human) antagonism; O95398; EPAC1 GEF assay, Rap1b-BODIPY-GDP exchange fluorescence; Potency, µM (series often up to 115 µM), for inactives: at the top dose activity change, negative = inhibition, most hits filed as inhibitors; 360,000 tested, 0.14% active; AID 720709;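 note: potency is the fitted concentration of half-maximal effect; plate controls were vehicle for no effect and positive control for full effect; nearly all actives have a fitted effect of over 50% in size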
aSyn rescue = inhibitors of alpha-synuclein toxicity in yeast | Yeast expressing alpha-synuclein, growth rescue, BacTiter-Glo, 24 h | Potency, µM (doses to about 46.1 µM), for the others: at the top dose growth rescue (activation), actives largely listed as activators | 370,000 tested, 0.14% active; note: potency is the fitted concentration of half-maximal effect; % of control where 0% means no effect; nearly all actives have a fitted effect of over 65% in size
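Screening used galactose-induced yeast with toxic alpha-synuclein levels, exposed to compound for 24 hr at 30 deg C. Cell growth, read with BacTiter-Glo luminescence, gave the measured signal.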
Abeta rescue = A-beta toxicity reversal in yeast. 410,000 tested, 0.063% active. Potency, µM (titrated, usually from 46.1 µM), inactives show at the top dose growth rescue, most hits filed as activators. yeast expressing A-beta42, growth rescue, OD600, 48 h; response scale: 0% DMSO, 100% iron-clioquinol control; note: potency is the fitted concentration of half-maximal effect; nearly all actives have a fitted effect of over 55% in size
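Yeast A-beta toxicity model in growth medium with pinned compounds, 48 h at 30 C; growth read as absorbance at 600 nm. Normalized to FeCl3/clioquinol equimolar mix (positive) and DMSO (negative).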
FUS suppressor = suppressors of FUS proteinopathy in yeast. S. cerevisiae FUS-expressing, growth rescue, OD600, 24 h. Potency, µM (highest dose often 76.6 µM), inactives show at the top dose growth rescue (activation), actives largely listed as activators. 390,000 tested, 0.24% active;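 note: potency is the fitted concentration of half-maximal effect; plate controls were DMSO vehicle for no effect and reference control for full effect; nearly all actives have a fitted effect of over 55% in size; some results filed as inactive show a strong effect at the top dose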
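Restored growth of FUS-toxic S. cerevisiae, read as 600 nm absorbance after 24 h at 30C in galactose medium (starting OD 0.005). Controls CP55940 and DMSO.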
PI5P4Ka inh = PI5P4K alpha (human) kinase inhibition | P48426 | PI5P4Kalpha enzyme, ADP-Glo luminescence, 60 min; stronger effect = lower value | max response, % | 330,000 tested, 1.2% active; active = max response of -50% or lower; inconclusive = between -30% and -50%; inactive = -30% or higher; note: value at the top dose of about 77 µM; % is set by controls: 0 for no effect and ±100 for the full control effect
Target sequence (P48426 whole entry, looked up): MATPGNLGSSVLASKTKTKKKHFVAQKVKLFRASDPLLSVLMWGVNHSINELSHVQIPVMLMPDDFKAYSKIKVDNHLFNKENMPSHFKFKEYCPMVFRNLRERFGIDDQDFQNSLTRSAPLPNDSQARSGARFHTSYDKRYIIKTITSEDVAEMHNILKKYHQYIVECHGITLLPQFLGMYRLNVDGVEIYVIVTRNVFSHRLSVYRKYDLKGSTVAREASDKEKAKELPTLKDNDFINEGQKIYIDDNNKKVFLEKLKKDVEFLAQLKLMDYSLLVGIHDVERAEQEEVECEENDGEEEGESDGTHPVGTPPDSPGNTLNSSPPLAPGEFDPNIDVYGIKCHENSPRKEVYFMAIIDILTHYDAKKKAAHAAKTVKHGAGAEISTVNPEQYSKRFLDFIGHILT
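Compounds were pin-transferred onto PI5P4Kalpha and substrate in HEPES pH 7.4 buffer with EGTA, CHAPS and 5% DMSO. ATP (5 microM final) started the reaction, which ran 60 minutes at room temperature before ADP-Glo detection.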
EPAC1 agonist = EPAC1 (human) agonism | O95398 | EPAC1 agonist qHTS, biochemical assay; response scale: 100% = response to 6.5 mM cAMP | Potency, µM (series often up to 154 µM), inactives show at the top dose activation, most hits filed as activators | 360,000 tested, 0.073% active; note: potency is the fitted concentration of half-maximal effect; nearly all actives have a fitted effect of over 60% in size
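Fluorescent GDP-exchange assay: 100 nM EPAC1 with 250 nM Rap1B preloaded with BODIPY-GDP and 50 uM GDP; compounds tested as concentration series, 5 min at room temperature, then read every 5 min for 30 min (ex 480/em 540 nm); normalized to 6.5 mM cAMP.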
Numbers without * were called inactive; ? = inconclusive; . = no result given; & = joins results of further samples; [ ] = dose if it differs, or a comment. Unless noted, calls come from the whole dose curve; as a rule, active = well fitted curve in the direction sought with a large enough effect; inconclusive = small, poorly fitted or top-dose-only effect, or another doubt; inactive = no such curve, though single readings can be large; an effect the other way counts as inactive or inconclusive.

No. | compound | WRN inhibitor | IL2 activator | PLK1 PBD block | EPAC1 antagonist | aSyn rescue | Abeta rescue | FUS suppressor | PI5P4Ka inh | EPAC1 agonist
1 | COc1ccccc1NS(=O)(=O)c1ccc2oc(SC3CCOC3=O)nc2c1 (stereo not given) | -4% | -0.2 | -22% | -12% | -11% | 7% | 19% | -11 | -11%
2 | C=CCNC(=O)COC(=O)c1oc2ccccc2c1CSC1CCCCC1 | -2% | -4.2 | -7% | -9% | -2% | -10% | 22% | 4 | -14%
3 | Cc1ccc(S(=O)(=O)CCC(=O)Nc2nc(-c3ccncc3)cs2)cc1 | -3% | 0.7 | -13% | -8% | -6% | -10% | -5% | -15 | -4%
4 | O=C(NCC1COc2ccccc2O1)c1ccc(NC(=O)C2CCCO2)cc1 (stereo not given) | -4% | -1.7 | -10% | 0% | 9% | -2% | 9% | -3 | -2%
5 | CO/N=C/c1cc([N+](=O)[O-])ccc1Sc1ccc(C)cc1 | -20% | 4.5 | 0% | 3% | -29% | -24% | 12% | . | -3%
6 | FC(F)(F)c1ccc(N2CCN(c3cc(-c4ccccc4)nc4ncnn34)CC2)nc1 | -11% | 13 | -4% | 4% | 2% | -10% | -4% | . | 16%
7 | COc1cc2ccccc2cc1C(=O)N1CC(C)OC(C)C1 (stereo not given) | 7% | -2.9 | -1% | 8% | 0% | 17% | 4% | 8 | -4%
8 | Cc1c(C(=O)N2CCCCC2)c(S(=O)(=O)N2c3ccccc3CC2C)c(C)n1C (stereo not given) | 2% | -0.7 | ? | 9% | -3% | -3% | -17% | -2 | 0%
9 | COC(=O)C(C(=O)Nc1cccc(C)n1)C1CCCCCC1 (stereo not given) | -1% | 0.6 | -5% | 1% | -2% | -4% | 9% | 1 | 3%
10 | O=C(COc1nc2ccccc2nc1N1CCOCC1)Nc1ccc(S(=O)(=O)N2CCCC2)cc1 | 1% | 0.5 | 10% | 2% | 4% | 10% | . | 2 | -12%
11 | O=C(CCC(=O)N1CCSc2ccccc21)NC1CCCCC1 | 9% | -2.8 | -3% | -17% | -3% | -14% | -4% | -4 | -8%
12 | CCN(CC)S(=O)(=O)c1c(Br)cc(C)cc1Br | -2% | -0.4 | -13% | -16% | 6% | 0% | 8% | . | 0%
13 | NC(=O)[C@@H]1CCCN1C(=O)c1ccc2oc(CCc3ccccc3)nc2c1 | 1% | 2.6 | 8% | 7% | 1% | -7% | . | -4 | 0%
14 | COc1ccc(NC(=S)N(CCc2nc3cc(C)c(C)cc3[nH]2)Cc2cccnc2)cc1 | -6% | 0.9 | -4% | -11% | 0% | 2% | 21% | . | 4%
15 | CCCc1cc(=O)n2[nH]c(C)c(-c3ccccc3OC)c2n1 | 2% | -1.9 | -10% | -8% | -5% | 1% | -43% | -11 | -4%
16 | Fc1cccc(Nc2nc3ccccc3n3nnnc23)c1 | 2% | 5.6 | -10% | ? | -2% | -8% | 7% | -1 | -4%
17 | CC(C)C(=O)N1CCN(c2ccc([N+](=O)[O-])c(NC(C)c3ccccc3)c2)CC1 (stereo not given) | -1% | -5.2 | -5% | -26% | -1% | -1% | ? | -6 | 5%
18 | Cc1ccc(N(C)S(=O)(=O)c2ccc3[nH]cc(C(=O)NCCCN4CCOCC4)c(=O)c3c2)cc1C | -6% | -3.9 | -3% | 17% | -11% | 3% | 13% | 6 | 13%
19 | CN1CCN(Cc2cccc3ncccc23)CC1CCO (stereo not given) | 5% | -3.7 | -4% | -7% | -6% | -2% | -10% | 1 | 2%
20 | N#CC1=C2SCN(c3ccc(F)cc3)CN2C(=O)CC1c1cccc(F)c1 (stereo not given) | -2% | -3.4 | 27µM* | -17% | -2% | -14% | -9% | -59* | -3%
21 | O=C(NCCCN1CCCCC1)c1ccc2c(c1)NC(=O)C(N1CCCCC1)S2 (stereo not given) | -3% | -0.5 | 0% | 1% | -6% | -4% | 3% | -5 | -3%
22 | COc1cccc(/C=N/NC(=O)c2cc(-c3cccn3C)n[nH]2)c1O | ? | -3.5 | -29% | ? | -3% | -23% | . | ? | -7%
23 | COCCNC(=O)C1(C)CCCN(C(=O)c2ccc3ccccc3c2)C1 (stereo not given) | 4% | 1.3 | 1% | 8% | -2% | -8% | -17% | -5 | -8%
24 | Cc1ccc(-n2nc3c(N4CCC(C(=O)NCCc5ccccc5C)CC4)nnc(C)c3c2C)cc1 | 9% | -3.4 | -11% | -2% | -9% | 8%&5% | 21%&11% | -6 | 3%
25 | CSC(=NC#N)N1CCN(C(c2ccccc2)c2ccccc2)CC1 | -3% | -0.3 | -1% | -4% | ? | 25% | 16% | 4 | 7%
26 | C=C(C)Cn1c(SCC(=O)O)nc2c1c(=O)[nH]c(=O)n2C | -1% | -3.1 | -6% | -12% | 0% | 10% | -16% | -8 | 10%
27 | C/C(=N\NC(=O)CN(c1ccccc1Br)S(C)(=O)=O)c1ccc2c(c1)OCCO2 | -16% | 3.9 | 3% | 11% | 5% | 9% | . | -3 | -5%
28 | Cc1cc(C(=O)OCC(=O)NCc2ccc(Cl)cc2)c(C)o1 | -8% | -0.4 | -3% | -19% | -1% | 9% | -16% | 1 | 14%
29 | CCOC(=O)COc1coc(CN2CCN(c3ccc(F)cc3)CC2)cc1=O | 0% | 0.9 | -11% | 8% | -9% | 8% | 2% | 4 | -2%
30 | CC(=O)Nc1c(-c2ccccc2)c2cc(Br)ccc2[nH]c1=O | 5% | 0.4 | -7% | 13% | -5% | 5% | -24% | -8 | -10%
31 | CN(Cc1ccco1)S(=O)(=O)c1csc(C(N)=O)c1 | 6% | 2.3 | 0% | -4% | 1% | 9% | -38% | 9 | -6%
32 | CCOc1cc(/C=N/NC(=O)CN2CCOCC2)ccc1OCc1ccc(Cl)cc1 | 4%[57.1 µM] | -0.7 | -1% | -19% | -1% | -7% | 0% | 2 | -2%
33 | O=C(CN1CCCCC1)N/N=C/c1cccc(Cl)c1 | 4% | -0.8 | -16% | -1% | -3% | 4% | 6% | 6 | -3%
34 | CCCCNC(=O)CSc1nc2ccccc2c(=O)n1CCNC(C)=O | 3% | -0.1 | -5% | -4% | . | 1% | -9% | -4 | 2%
35 | Cc1cc(N2CCN(C)CC2)nc2ccc(NC(=O)CCC(=O)NCCC(C)C)cc12 | 3% | 1.3 | -6% | -4% | -2% | . | -16% | 0 | 5%
36 | CSc1nc(C)c2c(c1C#N)CCCC2 | 1% | -0.3 | -7% | 7% | 14% | -1% | -1% | 14 | -3%
37 | C[C@H]1CN([C@@H](C)CO)C(=O)CCCn2cc(nn2)CO[C@@H]1CN(C)C(=O)Nc1ccnc(N2CCOCC2)c1 | -5% | -2.3 | -13% | 8% | -9% | -5% | -26% | -3 | 8%
38 | CCC(CC)C(=O)N(c1ccc(F)cc1)C1C=CS(=O)(=O)C1 (stereo not given) | -6% | -0.8 | -5% | -1% | 0% | 15% | -13% | . | 3%
39 | CC1CCCC(C)N1C(=O)COC(=O)CCC1CCCC1 (stereo not given) | -2% | 1.5 | -8% | 5% | 2% | 11% | -10% | 1 | 5%
40 | COc1ccc2c(c1)OC[C@H]1[C@@H]2N2C(=O)[C@@H](C)NC(=O)[C@@]2(C)[C@H]1c1ccccc1 | 15% | -0.1 | -12% | 12% | 0% | 11% | -3% | -4 | 5%

The closing 3 compounds of the part before open the next one:
No. | compound | WRN inhibitor | IL2 activator | PLK1 PBD block | EPAC1 antagonist | aSyn rescue | Abeta rescue | FUS suppressor | PI5P4Ka inh | EPAC1 agonist
38 | CCC(CC)C(=O)N(c1ccc(F)cc1)C1C=CS(=O)(=O)C1 (stereo not given) | -6% | -0.8 | -5% | -1% | 0% | 15% | -13% | . | 3%
39 | CC1CCCC(C)N1C(=O)COC(=O)CCC1CCCC1 (stereo not given) | -2% | 1.5 | -8% | 5% | 2% | 11% | -10% | 1 | 5%
40 | COc1ccc2c(c1)OC[C@H]1[C@@H]2N2C(=O)[C@@H](C)NC(=O)[C@@]2(C)[C@H]1c1ccccc1 | 15% | -0.1 | -12% | 12% | 0% | 11% | -3% | -4 | 5%
41 | COc1ccc2c(CC(=O)N(C)CC3COc4ccccc4O3)coc2c1 (stereo not given) | 6% | -3.3 | -9% | 3% | -2% | -3% | 32% | . | 4%
42 | Cc1cc(=O)[nH]c(SCC(=O)Nc2ccc(C(=O)O)cc2)n1 | -8%[57.1 µM] | -2.1 | -9% | 23% | 4% | -18% | 4% | . | 0%
43 | COc1ccc(S(=O)(=O)Nc2ccccc2C(=O)NCc2cccnc2)cc1 | -4% | -1.0 | 2% | -8% | 1% | -13% | 5% | 12 | -12%
44 | O=C(COC(=O)Cc1ccccc1F)NNC(=O)c1ccc([N+](=O)[O-])cc1 | 2% | 0.8 | -9% | 0% | 7% | 2% | 16% | 3 | 3%
45 | O=C(C1CCN(S(=O)(=O)c2cccc3nsnc23)CC1)N1CCN(c2ccccc2F)CC1 | -30% | -2.1 | -5% | 0% | -9% | -9% | 2% | 0 | 4%
46 | O=C(NC1C2CC3CC(C2)CC1C3)c1ccc(N2CCNCC2)c([N+](=O)[O-])c1 (stereo not given) | -3% | 0.0 | 1% | 20% | 2% | -3% | -4% | 5 | 10%
47 | Cc1ccc(NC(=O)c2cc(-c3ccco3)nc3ccccc23)cc1S(=O)(=O)N1CCOCC1 | ? | 0.9 | -26% | ? | -2% | 16% | ? | -29 | 9%
48 | COc1ccc(/C(C)=N/OCC(=O)N=Nc2c(O)[nH]c3ccccc23)cc1 | -6% | -4.1 | -12% | -7% | -10% | -15% | 27% | 1 | 10%
49 | O=C(CCc1ccc(S(=O)(=O)NCc2ccccc2)cc1)N1CCN(Cc2ccc3c(c2)OCO3)CC1 | 0% | 1.2 | -7% | -12% | -4% | 5% | 9% | . | 8%

Marked active in PLK1 PBD block, among the entries above:
No. | SMILES | WRN inhibitor | PLK1 PBD block | EPAC1 antagonist | PI5P4Ka inh
20 | N#CC1=C2SCN(c3ccc(F)cc3)CN2C(=O)CC1c1cccc(F)c1 (stereo not given) | -2% | 27µM* | -17% | -59*

Compounds were not picked by outcome; 4.1% or so of the library scored in one or more.
